EWS-Fli block = EWS/Fli transcriptional activity inhibition; inhibition, % at 12.6 µM; 350,000 tested, 0.67% active; A673 NR0B1-luciferase reporter, viability-normalised;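 active means mean inhibition of at least 50% after viability correction, with every replicate also passing that limit; inconclusive means mean reaches 50% but only one of two replicates passes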;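 further: firefly luciferase signal divided by Alamar Blue viability fluorescence both relative to DMSO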
DENV2 CPE = inhibitors of DENV2 cytopathic effect; DENV2-infected cells, cytopathic effect rescue, plate reader; CPE inhibition, % at 9.99 µM; 350,000 tested, 1.7% active; AID 651640; in the data active means CPE inhibition above about 20%, passing the limit was not always enough; inconclusive means no clear call, values can overlap the other calls; tested in BHK-21 cells;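 further: 0% = median of neutral control wells and 100% = median of positive control wells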
FN deposition inh = fibronectin deposition inhibition. AH1F fibroblasts, Alexa488-fibronectin deposition fluorescence, overnight. inhibition, % at 12.6 µM. 350,000 tested, 0.086% active;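 active means mean inhibition across replicates of 30% or more, regardless of how many single replicates reach that level; inconclusive means mean under 30% yet at least half of replicates reach 30%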;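 further: positive control wells lacked labelled fibronectin entirely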
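Material: AH1F fibroblast monolayer depositing Alexa488-labelled fibronectin into matrix / Amount: 10000 AH1F cells per well / Signal: fluorescence 485/525 nm / Medium: DMEM, 2% serum / Compound: single dose, pinned / Incubation: 1 h cell adhesion before compound, then overnight fibronectin incubation / Reagent: Alexa488-FN, 24 nM final / Read-out: inhibition of fibronectin deposition signal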
F508del corr = correctors of CFTR F508del function in bronchial epithelial cells; CFBE cells, YFP halide quenching; stimulated with forskolin plus potentiator P3; % fluorescence drop versus neutral controls; activity (quench increase), % at 7.58 µM; 350,000 tested, 0.36% active;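 active means mean added fluorescence quench of at least 8% versus neutral control, with both replicates also reaching 8%; inconclusive means only one of the mean or replicate conditions met; inactive means mean below 8% and not both replicates reaching 8%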;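 further: cells transiently co-express mutant CFTR-F508del with the halide-sensitive YFP; corrector assay measuring rescue of mutant channel to the surface after 24 h compound exposure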
GSIS activator = primary screen for activators of insulin secretion dependent on glucose, INS-1E cells, GLuc reporter luminescence; INS-1E GLuc reporter insulin secretion, 2-3 h; activation, % at 16.6 µM; 370,000 tested, 0.61% active; AID 743287;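 active means lowest replicate activation of at least 40%, so every replicate reaches that level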;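 further: 0% = median of neutral control wells and 100% = median of IBMX positive control wells; some compounds called inactive have numbers as strong as hits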
miR-122 sensor = blocks miR-122 activity in Huh7 sensor cells; Huh7 miR-122 Renilla luciferase sensor, 48 h; neutral wells = 0, positive control = 100; activation (reporter increase), % at 12.5 µM; 340,000 tested, 0.3% active; AID 602342;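 active means mean replicate activation score at least 90 and every replicate individually at or above 90; inconclusive means only one of the two criteria met; inactive means neither criterion met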;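 further: higher luciferase means less miR-122 activity so hits act as miR-122 inhibitors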
PAX8 reporter = lowers PAX8-driven luciferase in RMG-I cells; 360,000 tested, 1.2% active; inhibition, % at 12.6 µM; RMG-I TPO-luciferase reporter, SteadyGlo, 24 h; AID 652154;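 active means mean replicate inhibition at least 60% with every replicate also reaching 60%; inconclusive means only one of the two criteria is met; inactive means mean below 60% and not all replicates reaching 60%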;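 further: luciferase light reporting Pax8 driven TPO promoter activity; plate controls were median of neutral control wells for no effect and mitoxantrone controls for full effect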
* = called active by the depositor; ? = inconclusive; nt = not tested or not shown; [ ] = another dose, or the depositor's remark.

compound	EWS-Fli block	F508del corr	PAX8 reporter	miR-122 sensor	FN deposition inh	DENV2 CPE	GSIS activator
N=c1c(S(=O)(=O)c2ccccc2)cc2c(=O)n3ccccc3nc2n1Cc1cccnc1	6	0.0	6	-3	14	-5	12
CCN1C(=O)[C@H]2[C@@H](c3ccc(C)cc3)N3C(=O)N(c4ccc(C(F)(F)F)cc4)C(=O)[C@@]3(CC)[C@H]2C1=O	-14	-2.0	7	13	5	7	21
COc1ccc(NC(=O)Nc2ccc3c(c2)C(=O)N([C@@H](C)CO)C[C@H](C)[C@@H](CN(C)C(=O)Cc2ccccc2)OCCCC[C@@H](C)O3)cc1	7	-3.7	30	-6[16.7 µM]	nt	-5	-15
Cc1cc(Cl)ccc1OCC(=O)NCC(=O)N/N=C/c1ccco1	-1	-1.4	5	nt	-6	-2	-2
CC(/C=N/NC(=O)c1cccnc1)=C\c1ccccc1	-42	nt	-134	-14	-4	3	-7
O=C(Nc1ccon1)c1ccc(OC2CCCC2)cc1	nt	nt	-188	-24	-3	nt	-2
Cc1ccc(S(=O)(=O)NCC(=O)N(CC(=O)NCc2ccco2)Cc2ccco2)cc1	1	-0.2	17	-8	5	nt	14
Cc1noc(C)c1NC(=O)Nc1cccc2c1O[C@@H](CN(C)Cc1ccc(C(=O)O)cc1)[C@@H](C)CN([C@@H](C)CO)C2=O	0	1.4	nt	8[16.7 µM]	nt	45*	7
CCC(C)(C)C1CCC(=NNC(=O)c2ccc(Br)o2)CC1 (stereo not drawn)	nt	nt	-1	-8	11	nt	25
CCOC(=O)c1cc(-c2cccc([N+](=O)[O-])c2)on1	0	-0.7	4	0	-2	nt	8
COc1cc(OC)cc(C(=O)NN2CCCCC2)c1	nt	nt	nt	5	11	nt	3
C[C@H](CO)N1C[C@H](C)[C@@H](CN(C)S(C)(=O)=O)Oc2ccc(NS(C)(=O)=O)cc2C1=O	-7	-2.0	nt	-10[16.7 µM]	nt	-2	5

Arranged by molar mass (falling): some entries from above.
compound	EWS-Fli block	F508del corr	PAX8 reporter	miR-122 sensor	FN deposition inh	DENV2 CPE	GSIS activator
COc1ccc(NC(=O)Nc2ccc3c(c2)C(=O)N([C@@H](C)CO)C[C@H](C)[C@@H](CN(C)C(=O)Cc2ccccc2)OCCCC[C@@H](C)O3)cc1	7	-3.7	30	-6[16.7 µM]	nt	-5	-15
CCN1C(=O)[C@H]2[C@@H](c3ccc(C)cc3)N3C(=O)N(c4ccc(C(F)(F)F)cc4)C(=O)[C@@]3(CC)[C@H]2C1=O	-14	-2.0	7	13	5	7	21
Cc1ccc(S(=O)(=O)NCC(=O)N(CC(=O)NCc2ccco2)Cc2ccco2)cc1	1	-0.2	17	-8	5	nt	14
CC(/C=N/NC(=O)c1cccnc1)=C\c1ccccc1	-42	nt	-134	-14	-4	3	-7
COc1cc(OC)cc(C(=O)NN2CCCCC2)c1	nt	nt	nt	5	11	nt	3

Next structures follow:
compound	EWS-Fli block	F508del corr	PAX8 reporter	miR-122 sensor	FN deposition inh	DENV2 CPE	GSIS activator
O=S(=O)(N[C@H]1CC[C@@H](CCn2cc(-c3ccccc3F)nn2)O[C@H]1CO)c1ccc(Cl)cc1	2	-1.6	31	nt	-4	-3	-27
O=C(CCCc1nc(-c2ccccc2)no1)Nc1cccnc1	nt	nt	2	8	-3	nt	17
O=C(NC1CCCCC1)C1CC(=O)N(c2ccccc2)C1 (stereo not drawn)	-7	0.5	-14	3	-1	8	38
CCOC(=O)c1c(/N=C/c2cc(C)ccc2O)sc2c1CCC2	nt	nt	3	nt	-5	nt	6
Cc1ccc(C(=O)N/N=c2\oc3ccccc3cc2C(N)=O)cc1	-2	3.2	3	nt	0	1	7
O=C(Cc1ccccc1)Nc1cccc(-c2nc3ncccc3o2)c1	nt	nt	-54	12	6	nt	nt
CC(=O)c1c(C)nc(-c2ccc(OCC(=O)Nc3cccc(C)c3C)cc2)n1O	3	5.4	-8	-9	4	-3	-3
Cc1cc(C)cc(NC(=O)Nc2ccc3c(c2)C(=O)N(C)[C@H]2CC[C@@H](CC(=O)O)O[C@H]2CO3)c1	3	0.6	-8	-27[16.7 µM]	-9	-3	0
NC(=O)c1cc2cc(Cl)ccc2o/c1=N/NC(=O)c1cccs1	-30	0.4	-9	-2	4	4	43*
Cc1nn(-c2ccc(C(=O)OC(C)C)cc2)c(C)c1[N+](=O)[O-]	-38	2.1	-35	nt	-2	-1	-3
C=CC[C@H](CC(=O)NCCO)C(=O)N[C@@H](COC(=O)[C@H](CC=C)CC(=O)OC(C)(C)C)Cc1c[nH]c2ccccc12	3	-1.2	7	-3	-10	-1	4
CCOc1ccc(/C=C2/SC(=S)N(C(C(=O)O)c3ccccc3)C2=O)cc1OCC (stereo not drawn)	-1	nt	-16	0	nt	0	47
CN(C)C(=O)c1cccc(-c2ccc([C@@H]3[C@@H](CO)N4CCCCN(S(C)(=O)=O)C[C@@H]34)cc2)c1	-8	-0.1	-2	6[16.7 µM]	nt	5	16
O=C(CCCn1c(=S)[nH]c2cc3c(cc2c1=O)OCO3)NCc1cccc(Cl)c1	-1	0.0	1	0	1	0	-2
Cc1onc(-c2c(F)cccc2Cl)c1C(N)=S	5	-2.4	19	4	9	9	35
O=C1/C(=C/c2ccc(Br)cc2)Oc2cc(O)ccc21	-28	0.0	-102	nt	-3	-1	-31
OC[C@@H]1CN(Cc2cccs2)C[C@H](n2cnc3c(Nc4ccccc4)ncnc32)O1	-2	-0.9	3	5	7	-4	-15
COc1cc(/C=N/NC(=O)COc2ccc([N+](=O)[O-])cc2)ccc1OCC(=O)N1CCOCC1	-9	2.9	-22	-1	-4	5	2
CCOC(=O)Cn1c2c(c(=N)c3c1CCC3)CCCC2	13	nt	4	1	-12	3	14
O=C(Nc1ccc2c(c1)OCO2)c1ccc[n+]([O-])c1	nt	nt	12	-2	14	nt	nt
CCN1C(=O)c2ccccc2Sc2ccc(C(=O)NCCC(C)C)cc21	27	2.9	3	31	-7	-8	-28
COc1cc(/C=C/C(=O)OCC(=O)N2CCC(C)CC2)ccc1O	17	-2.0	7	nt	2	3	4
OCC[C@@H]1C[C@H](O)[C@@H](O)[C@]2(CCCCO2)O1	-11	1.4	-5	-3	6	10	10
Cc1oncc1C(=S)Nc1ccccc1	nt	nt	nt	-2	-8	nt	17
COCCNC(=O)C[C@H]1CC[C@H]2[C@H](COc3ccc(NC(=O)Cc4ccccc4)cc3C(=O)N2C)O1	2	-2.8	-10	2[16.7 µM]	-2	0	-1
O=C(CCCCC(=O)OCC1COCO1)OCC1COCO1 (stereo not drawn)	-8	0.0	9	nt	5	-6	20
CO[C@H]1CN(C)C(=O)c2ccc(NC(=O)C3CCC3)cc2OC[C@@H](C)N(C(=O)CN(C)C)C[C@H]1C	-1	0.3	1	8[16.7 µM]	nt	nt	8
COc1cc(/C(C)=N/N2CCOCC2)cc(OC)c1OC	1	2.8	-19	nt	nt	2	-8
Cc1ccc(CN2CCC(n3nccc3NC(=O)c3ccccc3C)CC2)o1	nt	1.7	12	6	3	5	6
Cc1ccc(NC(=O)CSC2=NN3CCCC(=O)N=C3S2)c(C)c1	-4	9.7*	-20	2	2	1	13
COc1cccc(/C=C2/C(=O)NN(c3ccc(C)c(C)c3)C2=O)c1	10	-0.6	5	2	8	3	-6
Cc1ccc(S(=O)(=O)Nc2ccc3c(c2)C(=O)N([C@H](C)CO)C[C@@H](C)[C@H](CN(C)Cc2ccccc2)O3)cc1	nt	-0.6	2	3[16.7 µM]	nt	4	-2
Cc1cc(C)c(/C=C(\C#N)C(N)=S)c(C)c1	-7	nt	7	nt	4	-8	-2
CO[C@@H]1CN(C)C(=O)c2cc(NC(=O)c3ccccc3)ccc2OC[C@H](C)NC[C@@H]1C	-3	-0.4	-2	-10[16.7 µM]	-7	-4	-1
CCOc1ccccc1Nc1ccc(C(=O)O)cc1N	7	nt	3	-3	2	3	1
CC(=O)Nc1sc(C)c(C)c1C(=O)OC(C)C	nt	nt	-2	-2	0	nt	22
Cc1ccc(NC(=O)CC(C(=O)O)c2ccccc2)cc1 (stereo not drawn)	nt	nt	6	4	-6	nt	-6
COc1ccc(C(=O)/C=C/NCc2ccc(F)cc2)cc1OC	1	0.8	-9	3	-7	-1	nt
Cc1c(/C(O)=C2\C(=O)C(=O)N(CCCN(C)C)C2c2cccs2)cnn1-c1ccccc1 (stereo not drawn)	-12	-1.0	-51	nt	2	-4	3
CO[C@@H]1CN(C)C(=O)c2ccc(NC(=O)c3ccc(F)cc3)cc2OC[C@H](C)N(C(=O)c2ccc(F)cc2)C[C@H]1C	-3	2.8	1	-2[16.7 µM]	6	?	3
COc1ccccc1CNC(=O)CN1CCN(S(=O)(=O)c2cccs2)CC1	4	1.9	10	-6	8	-2	0
CO[C@@H]1CN(C)C(=O)c2ccc(NC(=O)Nc3ccccc3F)cc2OC[C@@H](C)N(C(=O)c2cnccn2)C[C@H]1C	-4	0.5	-19	nt	3	1	-7
COCCn1cnnc1SCC(=O)Nc1cc(OC)c([N+](=O)[O-])cc1C	-5	-2.1	-20	nt	-1	-6	9
CCCN(c1ccccc1F)S(=O)(=O)c1cc(-c2cc(C)no2)ccc1OC	nt	-1.1	5	24	-17	1	4
CNc1nc(Oc2ccccc2C(=O)OC)nc(SC)n1	nt	nt	12	-5	7	nt	nt
O=C(COC(=O)c1ccc(CO)cc1)c1ccc(S(=O)(=O)N2CCCCC2)cc1	-8	-2.0	-8	nt	3	?	-1
C[C@@H]1CN([C@H](C)CO)C(=O)c2cccc(NS(C)(=O)=O)c2O[C@@H]1CN(C)S(=O)(=O)c1cccs1	2	1.0	nt	11[16.7 µM]	9	-5	1
O=C(O)c1cc(S(=O)(=O)Nc2ccc3cn[nH]c3c2)ccc1Cl	8	-2.4	32	11	0	11	-4
CCOC(=O)C/C(C)=N/NC(=O)c1cccs1	1	-0.3	nt	5	nt	0	-30
CCCCC(=O)Nc1cc(OC)c(NC(=S)Nc2ccc(OC)cc2)cc1OC	5	-1.7	-9	1	-4	-2	5
